# NS3 helicase inh = blocks Hepatitis C virus NS3 helicase unwinding; NS3 helicase DNA unwinding, Cy5 molecular beacon fluorescence; inhibition, % at 10.9 µM; 0.56% of 290,000 active;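 active means inhibition above the mean of all tested compounds plus 3 SD, set per campaign, cut at about 35% in these data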;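 further: 0% = DMSO wells and 100% = thioflavine S control wells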
#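 Compound dosing – single dose, 10.9 µM nominal final, DMSO 0.8% final · System – NS3 helicase fragment of HCV · Buffer or medium – MOPS pH 6.5, MgCl2, DTT, Tween20, BSA · Signal – Cy5 beacon fluorescence read at start and 1 h · Also added – annealed dual-labelled DNA beacon duplex, ATP-started · Schedule – 1 h at 25 °C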
# UBC9 SUMO inh = SUMOylation inhibition; HTRF SUMOylation assay, SAE1/SAE2 + UBC9, in vitro; inhibition, % at 35 µM; 0.36% of 290,000 active; in the data active means inhibition above about 50%, passing the limit was not always enough; further: strong numbers were not always called active
# p-CIP stab down = p/CIP protein destabilization; Q05BA5; F442A p/CIP-EGFP cells, EGFP fluorescence, 16 h; decrease of EGFP signal, % at 10 µM; 0.01% of 290,000 active; AID 1984;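 active means EGFP signal decrease of at least 30% at 10 µM or well 3 SD below plate mean, unless failing retest; inactive means the rest, including hits failing retest or dose response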; further: some compounds called inactive have numbers as strong as hits; many of its hits are not listed in these tables
# IMP-1 inhibitor = inhibitors of Pseudomonas aeruginosa IMP-1 metallo-beta-lactamase; 0.45% of 290,000 active; purified IMP-1, nitrocefin hydrolysis, epi-absorbance fluorescence; inhibition, % at 5.6 µM; AID 1556;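 active means inhibition above the mean plus 3 SD of all compounds in the same screening run, cut at about 4.5% in these data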;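 further: 0% = IMP-1 with DMSO and 100% = DMSO wells lacking enzyme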
#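 Assay system: purified IMP-1; Quantity: IMP-1 0.2 nM before substrate addition; Medium: HEPES buffer pH 7.1 with ZnSO4 and Brij 35; Incubation: 15 min enzyme–compound preincubation, then 25 min nitrocefin reaction, 25 °C; Signal: fluorescence quenching readout, ex 480/em 530 nm; Controls: DMSO with and without IMP-1; Repeats: singlicate testing.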
# GalR3 antagonist = human GalR3 antagonism; HEK293 GalR3-CNG cAMP membrane potential fluorescence; galR3 body fused to GalR1 C-terminus; O60755; AID 651719; inhibition, % at 3 µM; 0.44% of 360,000 active;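 active means inhibition above the screen-wide average plus 3 SD, cut at about 13% in these data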;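 further: forskolin and galanin both at EC90 stimulate the cells; cAMP rise reported by CNG channel membrane potential dye signal; 0% = forskolin plus galanin with DMSO and 100% = forskolin alone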
# IDE cell inh = inhibits human insulin-degrading enzyme in HEK cells; inhibition, % at 5.59 µM; P14735; 0.41% of 320,000 active; FAbetaB cleavage, fluorescence polarization; AID 434962;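 active means percent inhibition above the average of all tested compounds plus 3 SD, set per screening campaign, cut at about 16% in these data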;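 further: IDE supplied by intact live HEK cells; FP after avidin binding of uncleaved biotin substrate so inhibition keeps polarization high; 0% = DMSO wells and 100% = 60 µM reference IDE inhibitor Ii1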
# IDE cell activ = boosts human insulin-degrading enzyme activity in HEK cells; AID 493087; activation, % at 5.96 µM; 0.073% of 340,000 active; FAbeta-B cleavage, fluorescence polarization; 0% vehicle, 100% cell-free pure enzyme wells;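 active means activation above the mean of all tested compounds plus 3 SD, set per screening campaign, cut at about 17% in these data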
# CRFBP-R2 block = antagonists of CRF-binding protein/CRF-R2 receptor complex; 0.59% of 350,000 active; AID 588475; HEK293 CRF-R2/CRF-BP, CRF-induced calcium fluorescence; inhibition, % at 11.8 µM;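 active means inhibition of the ligand-induced calcium signal above about 50% at the single tested concentration, limit read from the data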
# VIM-2 inhibitor = inhibitors of Pseudomonas aeruginosa VIM-2 metallo-beta-lactamase. inhibition, % at 5.6 µM. 0.89% of 290,000 active. purified VIM-2, nitrocefin hydrolysis, epi-absorbance fluorescence;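 active means inhibition above the mean of all tested compounds plus 3 SD, cutoff set per screening run, cut at about 7.5% in these data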;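 further: red hydrolysis product quenches plate fluorescence so inhibitors raise well fluorescence; 0% = enzyme with DMSO and 100% = DMSO without enzyme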
# * marks the source's active call; other numbers are inactive results; · = not tested or not shown.
no.	mol	UBC9 SUMO inh	IDE cell inh	p-CIP stab down	IMP-1 inhibitor	GalR3 antagonist	IDE cell activ	NS3 helicase inh	VIM-2 inhibitor	CRFBP-R2 block
1	CCN(C(=O)COC(=O)/C=C/c1cccc([N+](=O)[O-])c1)c1ccccc1	12	0	-6	-4.7	7	0	7	-4.1	3
2	COc1ccc(C(=O)O/N=C2\C(=O)N(C)c3ccccc32)cc1	·	3	·	·	-1	6	·	·	10
3	O=c1ccc(Oc2nc(N3CCCCC3)nc(N3CCCCC3)n2)n[nH]1	-10	4	2	-2.9	-12	2	1	-3.0	-8
4	CCN(CC(=O)NC1CCS(=O)(=O)C1)C(=O)/C=C/c1cccs1 (stereo unspecified)	14	1	-15	-2.6	-5	15	1	-1.1	7
5	COc1cc(/C=N/n2nnnc2N)cc(OC)c1OC	17	6	-3	-2.5	3	2	3	-1.7	14
6	O=C(O)CCC(=O)Nc1ccc(N2CCOCC2)cc1	16	-4	-19	-6.7	4	5	15	-1.5	10
7	COc1cccc(COC(=O)Nc2ccccc2F)c1	6	3	2	-1.9	-10	0	-13	-3.1	2
8	O=c1ccc(Cl)nn1-c1ccccc1	·	8	·	·	-1	5	·	·	4
9	CCOCCOC(=O)C1=C(C)NC(=O)NC1c1cc2c(cc1Br)OCO2 (stereo unspecified)	3	0	-4	-4.8	1	3	7	-2.3	16
10	COc1cccc(CNS(=O)(=O)c2c(C(=O)N3CCCCC3)c(C)n(C)c2C)c1	-4	5	0	-2.6	-11	1	2	-6.1	-7
11	CCC(=O)N(Cc1cc(=O)[nH]c2ccccc12)c1ccccc1C	-4	6	-3	-2.9	-3	-2	-3	-1.0	1
12	CC(=O)N/N=C(\C)c1cccc(C(F)(F)F)c1	6	-1	-5	-3.5	2	1	1	-0.2	-1
13	CCCN(Cc1nnc(-c2ccccc2Cl)o1)C(=O)c1cccc(S(=O)(=O)N2CCOCC2)c1	7	3	-4	-2.1	-3	6	-2	-2.5	1
14	CCC(O)C1CCN(C(=O)c2cc(COc3ccc(F)cc3F)on2)CC1 (stereo unspecified)	18	-3	-11	-2.0	-8	-2	2	-2.1	21
15	COc1ccc(/C=N/NC(=O)c2ccc(NC(=O)c3cccc([N+](=O)[O-])c3)cc2)c(OC)c1	2	5	9	-0.2	-1	-5	-10	-1.0	12
16	O=C(Nc1ccc(CN2CCOCC2)cc1)c1ccccc1F	17	13	0	-3.3	0	3	0	-2.0	11
17	O=C(Nc1ccc(S(=O)(=O)NC2CCCCC2)cc1)c1ccco1	7	3	-1	0.2	-7	-2	-5	1.3	4
18	CN(C)CCn1c(N)nc2ccccc21	17	3	9	-1.5	1	7	0	-1.7	7
19	CCN1CCN(C(=O)C2CCCN(S(=O)(=O)c3cccc4nsnc34)C2)CC1 (stereo unspecified)	21	-4	-6	-2.2	-7	5	1	0.7	-1
20	COc1cccc(NC(=O)CSc2nnc(Cc3cccs3)n2-c2ccc(C)cc2)c1	5	-3	-16	-2.7	-6	3	-2	0.2	-17
21	Cc1occc1-c1nnc(SCC(=O)c2c[nH]c3ccccc23)n1C	16	5	-1	0.4	0	1	2	-2.1	-21
22	COc1ccc(C(C)NC(=O)CC23CC4CC(CC(C4)C2)C3)cc1 (stereo unspecified)	0	6	-3	-2.7	-6	5	8	-1.8	12
23	COc1ccccc1NC(=O)CN1CCN(C(=O)C2CCCO2)CC1 (stereo unspecified)	10	-2	-1	-0.7	1	3	0	0.8	12
24	CCC1(C)Cc2c(sc3nc(SC)nc(N)c23)CO1 (stereo unspecified)	17	4	-3	-4.0	-6	-3	5	-3.3	-7
25	Cc1cccc(C(=O)NCCc2nnc(SCC(=O)Nc3nc(C)cs3)n2C)c1	-4	3	-2	-1.1	-3	4	-3	-2.2	10
26	CC(=O)c1ccc(S(=O)(=O)NCCc2csc(-c3cccnc3)n2)cc1	10	-6	-2	-2.4	-4	0	6	-1.3	-1
27	O=C(NCC(c1cccs1)N1CCOCC1)c1ccc(Cl)nc1 (stereo unspecified)	·	6	·	·	-4	-1	·	·	3
28	O=C(CCS(=O)(=O)c1ccc(Cl)cc1)OCC(=O)N1CCCCC1	12	-1	-14	-1.0	-1	2	-14	-1.1	7
29	COc1ccc(-n2nc(C(=O)NCC(=O)N3CCCC3)c3ccccc3c2=O)cc1Cl	23	2	4	-2.8	-9	-2	4	-4.1	14
30	CC1CN(C(=O)COC(=O)c2c(Cl)cccc2Cl)CC(C)O1 (stereo unspecified)	8	-4	0	-1.8	-6	3	-11	-1.7	-1
31	O=C(/C=C/c1cc2ccccc2o1)c1ccccc1O	2	6	1	0.7	1	-4	12	-0.3	-1
32	CC(C)CCNC(=O)Cn1c2c(c(-c3ccccc3Cl)cc1=O)CCC2	12	2	-18	-1.1	·	5	-3	-0.1	-44
33	O=C1CC(c2ccco2)CC2=C1C=Nc1ccccc1N2 (stereo unspecified)	11	8	-3	0.4	-5	-1	8	6.1	-15
34	Cc1cc(/C=C(\C#N)C(=O)NCc2cccs2)c(C)n1-c1ccc([N+](=O)[O-])cc1	15	0	-7	-5.5	-6	11	5	-4.5	36
35	COc1ccc(C2=NO[C@@H]3C(=O)N(c4cccc(C)c4C)C(=O)[C@H]23)cc1OC	-2	0	4	-0.9	-2	9	-4	-2.8	13
36	CC(=O)c1cccc(NC(=S)NC(=O)CC(C)(C)C)c1	6	3	-3	2.4	-6	2	5	3.7	-27
37	Cc1cc(N=Cc2c(O)n(-c3cccc(Cl)c3)c(=O)c3ccccc23)no1	5	0	-11	-1.6	-5	4	17	-2.7	1
38	COc1ccc(NC(=O)CSc2ccccc2)c([N+](=O)[O-])c1	-19	8	12	-3.9	-6	6	4	-2.4	-6
39	CC1CCCCC1NC(=O)COC(=O)c1c2c(nc3ccccc13)/C(=C/c1ccco1)CC2 (stereo unspecified)	65*	1	-6	-3.4	-3	-6	47*	0.7	-9
40	CC(C)Oc1ccc(C(=O)OC(C)C(=O)NC2CCCCC2C)cc1 (stereo unspecified)	0	3	-9	1.9	-5	3	20	0.2	12
41	COc1cc(/C=C2/SC(=S)N(Cc3ccccc3)C2=O)ccc1OCC(=O)O	10	13	-14	-1.8	3	-2	37*	-5.7	7
42	C=CCNC(=S)N/N=C(\C)c1cccc(NC(C)=O)c1	5	2	4	-0.9	-5	-2	-14	-0.7	9
43	CC(=O)OC(C(=O)NC1CCCCC1)c1cccc(C)c1 (stereo unspecified)	10	-1	-5	-2.1	1	4	7	-1.7	-11
44	O=C(O)c1ccn(Cn2cnc3ccccc32)n1	-29	-7	0	-2.9	0	9	-1	-2.1	15
45	Cc1ccc2nc(SCC(=O)Nc3cc(C(C)(C)C)nn3-c3ccccc3)[nH]c2c1	-36	0	-7	1.1	0	-3	-7	-3.1	-21
46	CC(=Nc1cccc(C)c1)c1sc2ccccc2c1O	-3	16*	0	-2.1	-8	-26	7	1.2	-51
47	COc1ccccc1NC(=S)NCC1CCC(CNC(=S)Nc2ccccc2OC)CC1 (stereo unspecified)	9	-3	-1	-1.8	4	4	-7	-2.8	6
48	COC(=O)/C=C1\SC(N2CCOCC2)=C(c2ccc(OC)cc2)C1=O	3	2	10	-1.6	-6	-3	-4	-1.2	5
49	O=C(COc1ccc(F)cc1Cl)Nc1cccc(S(=O)(=O)N2CCCC2)c1	·	3	·	·	2	-1	·	·	4
50	COCCn1c(C)cc(C(=O)COC(=O)c2n[nH]c3ccccc23)c1C	-1	-6	-7	0.3	-5	-1	1	6.2	-4

# (more compounds)
no.	mol	UBC9 SUMO inh	IDE cell inh	p-CIP stab down	IMP-1 inhibitor	GalR3 antagonist	IDE cell activ	NS3 helicase inh	VIM-2 inhibitor	CRFBP-R2 block
51	COC(=O)c1cc(NC(=O)c2ccccc2)c(=O)oc1/C=C/Nc1ccc(Oc2ccccc2)cc1	25	·	-799	-2.7	-5	-29	13	-1.2	-167
52	COc1ccc(CC(=O)NCCS(=O)(=O)N2CCN(c3ccccc3)CC2)cc1OC	·	-1	·	·	-1	4	·	·	7
53	Cc1cc(C(F)(F)F)nc(NCc2cccnc2)n1	-27	-5	-2	-2.3	-6	2	1	-0.5	-10
54	CCN(CC)c1nc2c(c(=O)[nH]c(=O)n2C)n1Cc1ccccc1Cl	-11	-3	-2	-2.6	-4	3	4	0.1	3
55	CCC(C(=O)OCC(=O)c1ccc(OC)cc1OC)c1ccccc1 (stereo unspecified)	·	-3	·	·	-3	8	·	·	-1
56	CCC(=O)Nc1sc2c(c1C(=O)OC)CCN(Cc1ccccc1)C2	5	-1	0	-1.9	·	4	-15	2.9	-17
57	O=c1oc2ccccc2n1Cc1ccccc1	11	2	-15	-2.6	3	2	-25	-0.8	3
58	O=C(NCc1cccc(Cl)c1)c1ccc2c(c1)SC1=NS(=O)(=O)CCN12	17	-4	-9	-2.1	3	2	15	-3.2	-37

# Structures above containing a Cl atom:
no.	mol	UBC9 SUMO inh	IDE cell inh	p-CIP stab down	IMP-1 inhibitor	GalR3 antagonist	IDE cell activ	NS3 helicase inh	VIM-2 inhibitor	CRFBP-R2 block
8	O=c1ccc(Cl)nn1-c1ccccc1	·	8	·	·	-1	5	·	·	4
13	CCCN(Cc1nnc(-c2ccccc2Cl)o1)C(=O)c1cccc(S(=O)(=O)N2CCOCC2)c1	7	3	-4	-2.1	-3	6	-2	-2.5	1
27	O=C(NCC(c1cccs1)N1CCOCC1)c1ccc(Cl)nc1 (stereo unspecified)	·	6	·	·	-4	-1	·	·	3
28	O=C(CCS(=O)(=O)c1ccc(Cl)cc1)OCC(=O)N1CCCCC1	12	-1	-14	-1.0	-1	2	-14	-1.1	7
29	COc1ccc(-n2nc(C(=O)NCC(=O)N3CCCC3)c3ccccc3c2=O)cc1Cl	23	2	4	-2.8	-9	-2	4	-4.1	14
30	CC1CN(C(=O)COC(=O)c2c(Cl)cccc2Cl)CC(C)O1 (stereo unspecified)	8	-4	0	-1.8	-6	3	-11	-1.7	-1
32	CC(C)CCNC(=O)Cn1c2c(c(-c3ccccc3Cl)cc1=O)CCC2	12	2	-18	-1.1	·	5	-3	-0.1	-44
37	Cc1cc(N=Cc2c(O)n(-c3cccc(Cl)c3)c(=O)c3ccccc23)no1	5	0	-11	-1.6	-5	4	17	-2.7	1
49	O=C(COc1ccc(F)cc1Cl)Nc1cccc(S(=O)(=O)N2CCCC2)c1	·	3	·	·	2	-1	·	·	4
54	CCN(CC)c1nc2c(c(=O)[nH]c(=O)n2C)n1Cc1ccccc1Cl	-11	-3	-2	-2.6	-4	3	4	0.1	3
58	O=C(NCc1cccc(Cl)c1)c1ccc2c(c1)SC1=NS(=O)(=O)CCN12	17	-4	-9	-2.1	3	2	15	-3.2	-37
